Compound activity as filed in PubChem.
GALK inhibitor – qHTS Assay for Inhibitors of Human Galactokinase (GALK); Purified GALK, Kinase-Glo residual ATP luminescence; 270,000 compounds, 0.007% hits; Potency, µM (series often up to 57.5 µM), inactives show at the highest dose activity change, negative = inhibition, hits mostly inhibitors; note: potency is the fitted concentration of half-maximal effect; % is set by controls: 0 for no effect and ±100 for the full control effect
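Compounds were pin-transferred into ATP buffer (35 uM final), then GALK plus galactose (5 nM, 100 uM final) was added. After 1 h at room temperature, Kinase-Glo Plus was added and luminescence read after 10 min.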
Chronic BCR inh – qHTS Assay to Find Inhibitors of Chronic Active B-Cell Receptor Signaling. 340,000 compounds, 0.05% hits. ABC-DLBCL IkBa-CBG/CBR reporter, luminescence ratio, 4 h. Potency, µM (top dose mostly 46.1 µM), for inactives: at the highest dose ratio change, negative = lower green/red ratio, most hits filed as inhibitors; active = well fitted inhibition curve with a large enough effect in the signal ratio, with a control signal flat, not every such curve was filed as active; inconclusive = small, poorly fitted or top-dose-only effect, or effect the other way, or a change in a side signal; the % refers to the signal ratio;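 note: potency is the fitted concentration of half-maximal effect; plate controls were basal doxycycline-induced cells for no effect and cells given 10 µM MG132 for full effect; MG132 reads +100%, hits lower the ratio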
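Compounds up to 46 uM were incubated four hours with TMD8 cells whose green CBG68 luciferase is fused to IkappaBalpha; red CBR luminescence normalised the signal, and concentration-effect curves were fitted to fusion, red and ratio data.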
PKM2 activator – qHTS Assay for Activators of Human Muscle isoform 2 Pyruvate Kinase. Pyruvate kinase PKM (Homo sapiens), P14618. purified PKM2, Kinase-Glo ATP luminescence, activation; response scale: 0% is enzyme alone, no compound. Potency, µM (titrated, usually from 57.5 µM), inactives show top-dose activation, hits mostly activators. 260,000 compounds, 0.34% hits; note: potency is the fitted concentration of half-maximal effect; % is set by controls: 0 for no effect and ±100 for the full control effect; nearly all actives have a fitted effect of over 55% in size
Target sequence (P14618 whole entry, looked up, canonical isoform): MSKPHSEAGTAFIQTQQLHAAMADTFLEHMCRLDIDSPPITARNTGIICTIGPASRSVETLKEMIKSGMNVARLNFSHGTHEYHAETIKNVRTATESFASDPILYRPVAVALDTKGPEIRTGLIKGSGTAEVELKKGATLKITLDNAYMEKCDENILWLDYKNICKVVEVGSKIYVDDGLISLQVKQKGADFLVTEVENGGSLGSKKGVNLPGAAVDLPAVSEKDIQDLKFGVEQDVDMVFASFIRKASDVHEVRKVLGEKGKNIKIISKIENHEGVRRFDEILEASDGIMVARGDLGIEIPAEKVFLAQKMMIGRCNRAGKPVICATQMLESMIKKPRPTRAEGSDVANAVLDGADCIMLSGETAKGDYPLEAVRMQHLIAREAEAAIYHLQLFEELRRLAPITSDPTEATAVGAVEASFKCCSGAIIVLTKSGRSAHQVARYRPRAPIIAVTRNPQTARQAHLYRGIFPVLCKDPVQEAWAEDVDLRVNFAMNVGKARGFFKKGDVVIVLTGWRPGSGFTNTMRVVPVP
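ATP formation by purified human PK-M2, quantified via coupled luciferase luminescence after 1 h at room temperature with 0.1 mM ADP and 0.5 mM PEP final.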
Giardia kill – Small Molecules that selectively kill Giardia lamblia: qHTS. Giardia lamblia trophozoite viability. activity change, % at 7.66 µM, hits read low. 340,000 compounds, 0.15% hits; in the data active = activity change below about -80%; inconclusive = between about -30% and that limit;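 note: parasites exposed to compound for two days anaerobically before the ATP read; % is set by controls: 0 for no effect and ±100 for the full control effect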
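Trophozoites 100 cells/well + cpd; 48 hrs, 37 deg C, anaerobic. ATPLite 1-Step added, 15-30 min RT, luminescence read (ATP-based viability).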
PTAP TSG101 blk – qHTS Assay for Iinhibitors of HIV-1 Budding by Blocking the Interaction of PTAP/TSG101. Fluorescence polarization, FITC-PTAP peptide / Tsg101 binding. Potency, µM (highest dose often 115 µM), for inactives: at the top dose activity change, negative = inhibition, most hits filed as inhibitors. 340,000 tested, under 10 active. AID 493005, 2010; active = well fitted inhibition curve with a large enough effect in the main read-out, with a control signal flat, not every such curve was filed as active; inconclusive = small, poorly fitted or top-dose-only effect, or effect the other way, or a change in a side signal; inactive = no such curve, though single readings can be large or run the other way; note: potency is the fitted concentration of half-maximal effect; % of control where 0% means no effect
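Compounds were pin-transferred onto Tsg101 binding domain (10 uM final) in HEPES pH 7.5 buffer, then FITC-PTAP peptide was added at 50 nM final. After 20 min at RT, polarization reported peptide displacement across a qHTS concentration series.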
S-ASM inh – Inhibitors of Secretory Acid Sphingomyelinase (S-ASM): qHTS; Sphingomyelin phosphodiesterase (Homo sapiens), P17405; placental ASM, HMU-PC fluorogenic substrate, 60 min; Potency, µM (highest dose often 57.5 µM), for the others: at the top dose activity change, negative = inhibition, actives largely listed as inhibitors; 340,000 compounds, 0.006% hits; AID 504937, 2011; note: potency is the fitted concentration of half-maximal effect
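Human placenta-derived ASM enzyme was preincubated with compound for 10 minutes at room temperature, then given fluorogenic substrate HMU-PC0 (9 uM final) for 60 minutes at 37 °C; a pH 10 stop preceded fluorescence reading at Ex 386/Em 447 nm.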
B2AR arrestin – qHTS assay of beta-arrestin-biased ligands of beta2-adrenergic receptor | Beta-2 adrenergic receptor (Homo sapiens), P07550 | beta-arrestin recruitment to beta2AR, cell-based reporter | Potency, µM (titrated, usually from 46.1 µM), without a hit: top-dose activation, actives largely listed as activators | 330,000 compounds, 0.02% hits | AID 492947, 2010;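 note: potency is the fitted concentration of half-maximal effect; 0% = DMSO controls and full agonism = EC100 isoproterenol or metaproterenol; nearly all actives have a fitted effect of over 65% in size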
Target sequence (P07550 whole entry, looked up): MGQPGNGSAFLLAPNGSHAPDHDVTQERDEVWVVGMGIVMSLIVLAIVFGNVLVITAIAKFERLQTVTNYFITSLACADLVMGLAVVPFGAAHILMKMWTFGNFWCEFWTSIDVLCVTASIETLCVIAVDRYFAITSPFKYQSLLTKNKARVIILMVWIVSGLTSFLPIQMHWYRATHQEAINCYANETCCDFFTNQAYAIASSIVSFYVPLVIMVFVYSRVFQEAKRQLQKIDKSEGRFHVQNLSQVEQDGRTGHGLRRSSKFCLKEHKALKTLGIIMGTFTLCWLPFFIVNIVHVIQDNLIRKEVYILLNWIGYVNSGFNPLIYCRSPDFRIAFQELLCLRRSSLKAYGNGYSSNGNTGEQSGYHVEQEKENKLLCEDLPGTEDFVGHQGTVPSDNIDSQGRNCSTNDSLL
Tb PFK block – qHTS Assay to Find Inhibitors of T. brucei phosphofructokinase; ATP-dependent 6-phosphofructokinase (Trypanosoma brucei brucei), O15648; T. brucei PFK, ADP-Glo luminescence; Potency, µM (top dose mostly 57.5 µM), for the others: at the top dose activity, negative = inhibition, hits mostly inhibitors; 330,000 compounds, 0.17% hits;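 note: potency is the fitted concentration of half-maximal effect; 0% = uninhibited 1x PFK enzyme wells and -100% = no-enzyme wells; nearly all actives have a fitted effect of over 60% in size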
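Luminescent ADP detection (ADP-Glo, two-step: ATP depletion then ADP-to-ATP conversion for luciferase) reported PFK activity after 45 min room-temperature reaction of 1.25 nM enzyme with 0.5 mM F6P and 0.1 mM ATP at pH 8.0.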
Menin MLL FP TR – qHTS Assay for Inhibitors Targeting the Menin-MLL Interaction in MLL Related Leukemias: Competition With Texas Red Labeled MLL-derived Mutant Peptide; O00255; Menin + Texas Red MLL mutant peptide, fluorescence polarization; Potency, µM (series often up to 61.6 µM), for inactives: at the top dose FP activity change, negative = inhibition, most hits filed as inhibitors; 270,000 compounds, 0.23% hits; active = well fitted inhibition curve with a large enough effect in the polarisation, with a control signal flat, not every such curve was filed as active; inconclusive = small, poorly fitted or top-dose-only effect, or effect the other way, or a change in a side signal; inactive = no such curve, though single readings can be large or run the other way; the % refers to the polarisation; note: potency is the fitted concentration of half-maximal effect; % of control where 0% means no effect; many of its hits are not listed in these tables
a7 integrin act – qHTS for Activators of Integrin-Mediated Alleviation for Muscular Dystrophy; alpha7betagal myoblasts, beta-gal FDG fluorescence, 48 h; Potency, µM (doses to about 38.3 µM), for the others: at the highest dose activation, actives largely listed as activators; 350,000 compounds, 0.064% hits; AID 624291, 2012;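 note: potency is the fitted concentration of half-maximal effect; 100% = response of the positive control SU9516; nearly all actives have a fitted effect of over 60% in size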
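alpha7betagal+/- myoblasts (passage 13, 250/well) treated 48 h at 37C with compounds at 1:260 dilution of DMSO stock. Lysed, then beta-galactosidase activity read as FDG fluorescence (ex 480/em 540) after 30 min, with pre-read for autofluorescence.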
FBPA coupling cs – qHTS Assay for Inhibitors of Fructose-1,6-bisphosphate Aldolase from Giardia Lamblia: Coupling assay counterscreen; 290,000 compounds, 0.67% hits; activity change, negative = inhibition, % at 58.2 µM, hits read low; AID 2472, 2010; coupling enzyme system counterscreen, AmpLite Red fluorescence; in the data active = activity change below about -30%; note: % is set by controls: 0 for no effect and ±100 for the full control effect
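Final compound at 57.5 uM, incubated 10 min at RT with coupling enzyme reagent (glyceraldehyde-3-phosphate), then 20 min with substrate and AmpLite Red detection. Fluorescence read at 525/598 nm; tests interference with the coupling assay, not aldolase inhibition.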
Starred values were filed as active, the others as inactive; ? = inconclusive; . = not tested or not shown; & = joins results of further samples; [ ] = another dose, or the depositor's remark. Unless noted, calls come from the whole dose curve; as a rule, active = well fitted curve in the direction sought with a large enough effect; inconclusive = small, poorly fitted or top-dose-only effect, or another doubt; inactive = no such curve, though single readings can be large; an effect the other way counts as inactive or inconclusive. This is a subset; the hit share may differ from the screen's.

SMILES | GALK inhibitor | Chronic BCR inh | PKM2 activator | Giardia kill | PTAP TSG101 blk | S-ASM inh | B2AR arrestin | Tb PFK block | Menin MLL FP TR | a7 integrin act | FBPA coupling cs
Cc1c(C(=O)N2CCCCC2)oc2ccccc12 | . | -0.1% | . | -16.8 | 0.0% | 1.2% | -0.8% | -2.3% | . | 24.4% | .
O=C(COc1ccc(/C=C2/NC(=O)NC2=O)cc1)Nc1ccc(F)cc1 | -1.4% | ? | 7.1% | 23.2 | -2.4% | -1.6% | 0.6% | 0.2% | . | 5.9% | .
COc1cc(C(C(=O)NC2CCCC2)N(C(=O)c2snc(C(N)=O)c2N)c2ccccc2)cc(OC)c1OC (centres undefined) | 1.8% | 4.9% | . | -4.3 | -1.0% | 386.6%[activator] | 0.2% | 0.1% | 17.3% | 4.5% | 1.1
COc1ccc(-c2csc(NC(=O)CN3C(=O)CCC3=O)n2)cc1 | 0.9% | -0.4% | 4.5% | -13.4 | 0.2% | -1.5% | -0.1% | 7.0% | -2.9% | 32.4% | 0.3
Cn1cc(CNC(=O)CC2C(=O)NCCN2CC(C)(C)C)cn1 (centres undefined) | 0.8% | ? | 0.1% | -3.4 | -6.1% | 30.3% | -0.8% | -6.8% | 1.0% | 36.6% | -7.2
N#CC(c1ccc(Cl)cc1)c1ncc(C(F)(F)F)cc1Cl (centres undefined) | -0.7% | 18.4% | 0.2% | 8.6 | -0.4% | -1.3% | 0.0% | 1.0% | -24.4% | 13.8% | -0.2
O=C(COc1ccc(Cl)cc1Br)NC(=O)NCc1ccccc1 | 0.1% | 9.4% | -5.1% | -8.2 | -0.9% | -0.6% | -0.1% | -3.0% | 29.4% | -8.5% | 0.4
O=C(NCCC1=CCCCC1)c1ccc(Cl)cc1 | 0.1% | ? | -0.5% | . | . | . | -0.7% | 0.8% | -1.4% | . | -3.3
CCN1N=C(c2ccccc2)Cn2c1nc1ccccc12 | 0.3% | ? | 9.5% | -0.8 | -4.0% | . | 0.1% | -14.4% | 2.9% | -41.4% | -4.7
C=CCC1(/C=N/O)CCOC(C)(C)C1 (centres undefined) | 3.4% | 5.4% | -4.7% | 10.9 | -0.4% | 3.7% | 0.2% | -5.6% | . | -5.6% | 2.5
CCO[C@H]1OC(C(=O)O)=C[C@@H](c2csc3ccccc23)[C@@H]1CCCO | -2.5% | -3.7% | -3.8% | 2.3 | -1.6% | 5.2% | 0.1% | -4.1% | -7.4% | -9.8% | 9.4
CCN(CC(=O)Nc1c(F)cccc1F)C(=O)c1ccc(N2CCOCC2)c([N+](=O)[O-])c1 | . | -0.1% | . | 11.2 | 1.3% | -1.6% | -2.8% | 0.8% | . | -6.8% | .
CC1(C)OC(=CC=Nc2ccc(Cl)cc2)OC1(C)C | -1.6% | 2.4% | -2.5% | 2.3 | -3.5% | 148.3%[activator] | -0.5% | 2.4% | . | 1.1% | -3.4
COc1ccc(Oc2c(O)c3ccccc3n(C)c2=O)cc1 | . | 0.2% | -5.4% | -1.9 | -1.8% | 1.7% | -0.8% | -1.3% | 2.4% | 7.6% | 9.1
O=S(=O)(Nc1ccc(N2CCOCC2)cc1)c1cccs1 | -2.1% | 2.0% | 1.8% | 2.9 | -10.4% | 1.1% | -0.2% | 3.4% | 3.5% | 5.6% | -4.1
O=C(Nc1cc(Cl)ccc1Cl)C1CC(=O)N(c2ccc(Br)cc2)C1 (centres undefined) | -1.8% | 3.2% | 2.7% | 0.0 | -5.3% | -8.6% | -1.1% | 6.5% | 1.2% | 19.5% | -6.4
O=C(Nc1cccc(Cl)c1Cl)c1ccc(-c2ccccc2)cc1 | -0.3% | ? | -1.0% | 2.7 | -6.1% | -6.9% | 0.0% | -0.2% | ? | 25.0% | 1.7
Cc1ccccc1OCC(=O)Nc1cccc(S(=O)(=O)NC2=NCCC2)c1 | . | -10.6% | . | ? | -1.4% | 3.6% | -0.4% | 2.2% | . | 7.1% | .
O=C(COC(=O)c1ccccc1NC(=O)c1ccco1)Nc1ncc(Cl)cc1Cl | -3.7% | ? | -4.4% | -21.1 | 2.6% | -0.4% | -0.4% | -1.3% | . | 5.7% | 0.6
O=C(c1cc2ccccc2cc1O)N1CCN(c2cccc(Cl)c2)CC1 | . | 8.2% | . | 1.1 | 0.0% | -7.6% | 0.4% | -5.3% | . | 19.9% | .
COc1ccc(Nc2nc3cc(C)ccc3cc2C#N)cc1 | -3.8% | ? | -3.5% | 2.8 | -12.6% | -0.7% | 0.5% | 0.1% | 48.9%[activator] | -21.6% | 0.6
C(=N\Nc1nncc2ccccc12)/c1ccccc1 | -1.0% | ? | -8.6% | -11.5 | 0.8% | 2.0% | 1.6% | 4.7% | . | 4.8% | -0.8
CS(=O)(=O)N(CC(=O)N1CCN(Cc2ccccc2)CC1)c1cccc([N+](=O)[O-])c1 | 0.5% | -0.4% | 1.1%[11.5 µM] | 16.3 | 0.0% | -0.6% | -0.5% | 0.5% | 9.8% | -10.5% | -1.7
CC1(C)S/C(=N/N=C/c2cccs2)NC1=O | -3.0% | 10.9% | -8.9% | -5.4 | -2.3% | 5.2% | 0.1% | 0.2% | 1.1% | 19.5% | 0.7
CN(c1ccc(C(=O)N2CCOCC2)cc1)S(C)(=O)=O | -1.3% | 5.0% | -2.1% | 3.6 | -11.0% | 0.0% | -0.2% | 2.7% | -24.3% | 25.6% | -0.9
NC(=O)NO | . | -8.8% | . | -14.7 | 0.1% | -0.2% | -0.2% | -0.3% | 0.5%&6.0% | . | 4.3
Cc1ccc(C)c(NC(=O)c2cc(-c3cc(C)c(C)cc3O)n[nH]2)c1 | -0.6% | ? | . | -5.0 | -3.0% | 0.6% | 0.2% | 5.0% | -23.6% | -8.1% | 1.0
O=C(NCC1CCCO1)C1CCN(C2CCN(Cc3cccs3)CC2)CC1 (centres undefined) | 5.3% | -0.8% | -2.1% | -3.4 | -1.4% | -1.0% | -0.5% | -3.6% | . | 0.4% | 1.8
O=S(=O)(NCCc1ccccc1)c1ccc(Cl)nc1 | 1.6% | ? | 0.6% | 6.5 | 5.7% | 0.2% | -0.7% | 1.1% | 1.4% | 7.7% | -0.1
COc1cccc(N2C(=O)CC(N3CCN(CCN=CC4=C(O)CC(C)(C)CC4=O)CC3)C2=O)c1 (centres undefined) | -0.4% | -0.3% | -1.3% | 5.5 | -2.4% | 2.9% | -0.2% | 1.6% | -8.5% | 8.1% | 1.1
O=C(CN1CCCC1)Nc1sc2c(c1C(=O)Nc1ccccc1)CCCC2 | 0.1% | -0.2% | 1.7% | -0.8 | -1.8% | 1.2% | 0.4% | -4.2% | . | 7.9% | .
COc1ccc(CCNC(=O)CSc2nc3[nH]ncc3c(=O)n2-c2ccc(Cl)cc2Cl)cc1OC | 0.4% | -15.9% | 0.6% | 6.9 | -2.6% | -1.6% | 3.6% | -1.6% | 6.6% | 5.9% | -4.9
Cc1cc(C(=O)COC(=O)c2ccc3c(c2)NC(=O)CS3)c(C)n1CC1CCCO1 (centres undefined) | 0.2% | -5.2% | ? | -0.6 | -5.9% | -4.8% | -1.5% | -1.2% | 22.5% | -34.2% | 1.0
COc1ccc(NS(=O)(=O)c2ccc(Br)cc2)cn1 | -1.2% | -7.9% | -5.3% | 0.8 | -1.3% | -1.0% | -0.4% | -1.0% | 3.7% | 3.5% | -0.6
CCCOc1ccc(C(=O)NNC(=S)NC(=O)c2ccco2)cc1 | -1.7% | ? | -1.3% | ? | -2.1% | -1.5% | -0.1% | 0.6% | . | -22.3% | 3.9
CCN(CC)c1ccc(S(=O)(=O)N2CCOCC2)cc1NC(=O)CN1C(=O)NC2(CCC(C)CC2)C1=O (centres undefined) | . | 2.3% | . | 11.2 | -2.5% | . | 0.3% | 0.2% | . | -2.0% | .
